# MT stabilizer: microtubule stabilizers in HeLa cells, primary screen, imaging, high-content imaging; HeLa tubulin immunostaining HCS, 24 h; share of cells brighter than vehicle mean+2SD; % tubulin-high responders, % at 10 µM; hit rate 0.83% among 200,000;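 active = plate Z-score above 3 for both tubulin-high and condensed-nucleus cell shares, with cell loss under 80%, at 10 µM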;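 also: anti alpha tubulin signal scored within the nucleus-defined area of each cell; some results filed as inactive read as strong as hits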
# Dynein transport: inhibitors of GR-EGFP nuclear translocation, primary screen, dynein cargo transport inhibitor project, imaging, high-content, 3617.4 mouse cells | test concentration mostly 20 µM; stimulated with dexamethasone, 1 µM; hits give low values | z-score, hits read low | hit rate 0.47% among 220,000;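 active = plate z-score of nuclear minus cytoplasmic receptor signal below a set negative limit, without overly bright fluorescence or cell loss, cut at about -3.5 in these data, passing the limit was not always enough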;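 also: z-score of nuclear minus cytoplasmic ring GR-EGFP intensity difference per well; some compounds called inactive have numbers as strong as hits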
#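 Buffer or medium: tet-free, stripped-serum medium; Also added: dexamethasone, 1.0 µM final; Technique: high-content fluorescence imaging after fixation; Times: 48 h induction, 1 h compound, 30 min dex at 37 °C; Read-out: per-cell GR-EGFP intensity, nucleus versus surrounding cytoplasmic ring, well-averaged.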
# bCat nuc transl: modulators of beta-catenin nuclear translocation, primary screen, imaging, HeLa cells, immunofluorescence, high-content. nuclear translocation activity, % at 5 µM. hit rate 0.3% among 190,000;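 active = nuclear translocation activity above 50% at 5 µM, with a well cell count of 50 or more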;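 also: per-cell ratio of nuclear to cytoplasmic median beta-catenin stain intensity; plate controls were DMSO negative control for no effect and GSK-3 inhibitor IX positive control for full effect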
#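 Technique: fluorescence imaging of beta-catenin antibody stain plus DAPI / Material: human HeLa cell line / Incubation: compound treatment 24 h, 37°C, 5% CO2 / Read-out basis: % activation of per-cell nuclear versus cytoplasmic median beta-catenin signal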
# Ins promoter up: insulin promoter activators in MIN6 cells, imaging, high-content screening, mouse beta cells | z-score at 5 µM | hit rate 0.3% among 190,000 | MIN6 insulin promoter-GFP reporter; hits give high values;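 active = z-score above 3 at 5 µM with at least 500 cells counted in the well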
# WT yeast gro inh: growth inhibition of WT strain, primary screen, mitochondrial fusion inhibitor project, WT and mutant strains, chemical genetic; inhibition, % at 10 µM; hit rate 2.1% among 190,000; AID 1362, 2008; mitochondrial fusion phenotypic screen; in the data active = inhibition above about 58%; tested in S. cerevisiae
# human PMI inhibitors: human PMI inhibitors, high substrate, primary screen, biochemical, fluorescence intensity, high mannose 6-phosphate (AID 1220) | inhibition, % at 20 µM, or IC50 in µM where a hit was titrated | recombinant PMI enzyme, coupled fluorescence intensity; higher % means a stronger effect | hit rate 0.66% among 190,000 | Mannose-6-phosphate isomerase (Homo sapiens)
# PMI inhibitors: inhibitors of human PMI, primary screen, biochemical, fluorescence intensity, coupled assay (AID 1209) | hit rate 0.42% among 190,000 | purified PMI enzyme, coupled fluorescence intensity; higher % means a stronger effect | one-dose inhibition, % at 20 µM; IC50 in µM for titrated hits | Mannose-6-phosphate isomerase (Homo sapiens);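 also: plate controls were DMSO vehicle for no effect and wells lacking substrate for full effect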
# Autophagy mod: autophagy modulators in MEF cells, primary screen, imaging, high-content, MEF GFP-LC3 | MEF GFP-LC3 puncta imaging; test concentration mostly 10 µM | calls only at 10 µM (by protocol) | hit rate 0.98% among 190,000 | AID 463193, 2010;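 active = percentage of spot-positive cells more than 3 SD above its plate mean, without a fluorescence outlier flag or 80% toxicity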;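 also: spot-positive cell cutoff set from DMSO-treated cells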
# Yfh1-off respiration: enhancers of respiration in Yfh1-depleted yeast, dose response, Friedreich's ataxia, plus single-dose screen (AID 1465); S. cerevisiae Yfh1-off respiration, WST-1 reduction, 72 h; higher fold induction means a stronger effect; fold induction at 50 µM, or EC50 in µM where a hit was titrated; hit rate 0.074% among 220,000;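 active = fold induction of absorbance versus untreated yeast above a set limit, then at least 30% activation at any dose in follow-up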;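 also: activators that raise dye reduction in frataxin-depleted yeast; strong numbers were not always called active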
# WT yeast gro inh mutant strain: second read-out of WT yeast gro inh, no call of its own (marks repeat the call); inhibition, %; mitochondrial fusion phenotypic screen, mutant strain inhibition
# Dynein transport cytoplasmic EGFP: second read-out of Dynein transport, no call of its own (marks repeat the call); z-score; measured here: cytoplasmic GR-EGFP intensity; hits give high values
# Dynein transport nuclear GR-EGFP: also measured in Dynein transport; calls as there; z-score; measured here: nuclear GR-EGFP intensity;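 lower value marks the stronger effect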
# Dynein transport cell count: second read-out of Dynein transport, no call of its own (marks repeat the call); z-score; measured here: cell count per field
# Ins promoter up cell count: second read-out of Ins promoter up, no call of its own (marks repeat the call); cell count; measured here: cytotoxicity, nuclei count;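 total cells summed across four imaged fields per well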
# bCat nuc transl cell count 5 µM: further read-out of bCat nuc transl, marked with its call; cell count; measured here: cell count, cytotoxicity flag
# MT stabilizer Hoechst-high %: also measured in MT stabilizer; calls as there; % Hoechst-high responders; measured here: nuclear condensation Hoechst responders;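 share of cells brighter than vehicle mean plus two SD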
# MT stabilizer cytotoxicity %: further read-out of MT stabilizer, marked with its call; toxicity, %; measured here: cytotoxicity by cell density;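 0% = mean cell density of plate MIN control wells and 100% = no cells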
# Autophagy mod cell loss 18 h: further read-out of Autophagy mod, marked with its call; toxicity, %; measured here: cell loss, nuclei count;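 cell loss after 18 h compound exposure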
# * hit, by the source's call; i = inactive; x = no result given; + = active, no number. Rule as the data show it, unless noted: active = inhibition above about 50%; inactive = the rest.
SMILES	MT stabilizer	MT stabilizer Hoechst-high %	MT stabilizer cytotoxicity %	Dynein transport	Dynein transport cytoplasmic EGFP	Dynein transport nuclear GR-EGFP	Dynein transport cell count	bCat nuc transl	bCat nuc transl cell count 5 µM	Ins promoter up	Ins promoter up cell count	WT yeast gro inh	WT yeast gro inh mutant strain	human PMI inhibitors	PMI inhibitors	Autophagy mod	Autophagy mod cell loss 18 h	Yfh1-off respiration
O=C(COc1ncnc2sccc12)N1CCc2ccccc2C1	1.7	1.6	8.7	0.52	-0.22	-0.05	0.34	-5.4	1032	0.23	1115	-9	-8	-2%	-4%	i	-5	i
c1ccc(-c2cc3nccc(-c4ccccn4)n3n2)cc1	9.0	2.6	1.2	0.36	-0.22	0.073	0.41	-0.3	1116	0.57	1472	-16	-5	62%*	11%	i	0	i
O=c1[nH]c(CSc2ccccn2)nc2c1cnn2-c1ccccc1	4.9	2.3	1.8	2.2	-0.0062	1.6	-2.2	-2.3	548	-0.02	1373	19	-17	-4%	-5%	i	-8	i
CCOc1ccc(-c2nc(=S)[nH][nH]2)cc1	2.4	3.1	12	-0.053	-0.16	0.17	0.25	-0.5	788	-1.6	1356	3	3	7%	47%	i	11	i
Cc1cc(Nc2c(C)n(C)n(-c3ccccc3)c2=O)c2ccccc2n1	2.6	3.5	9.2	-0.04	-0.22	-0.32	0.16	-4.3	545	-0.01	1359	-24	-5	-12%	-11%	i	-13	i
COc1ccccc1C(=O)NCc1ccncc1	6.7	2.6	10	0.14	-0.2	0.36	0.004	-1.6	992	0.35	1126	-18	-5	5%	6%	i	2	i
CN1CCN(NC(=O)c2cccc3ccccc23)CC1	4.3	1.4	0.7	0.048	-0.31	-0.36	-0.012	-1.7	546	-0.04	1280	14	-6	5%	6%	i	8	i
COCc1nnc(N)s1	2.2	2.2	5.5	1.2	-0.07	0.73	-0.31	1.5	1050	-0.24	887	6	-2	-5%	-4%	i	15	i
Cc1cc(C(=O)Nc2ccc(S(=O)(=O)Nc3onc(C)c3C)cc2)c(C)o1	2.3	1.4	1.0	3.1	0.14	1.9	-1.7	-0.6	1144	0.49	1252	4	17	-8%	2%	i	-5	i
COc1ccc(NC(=S)NC(=O)/C=C/c2cccs2)cc1	2.3	2.5	12	0.35	-0.22	0.097	-1.4	-2.9	1068	0.16	1180	12	-3	-3%	-6%	i	2	i
Cc1c(C#N)c2ccccc2n1CC(=O)NCC1CCCO1 (stereo unspecified)	3.0	2.0	12	-0.63	-0.27	-0.12	1.6	-4.3	982	0.2	1208	6	13	3%	13%	i	15	i
Cc1c(N/C=C(\Cl)C(=O)C(F)(F)F)c(=O)n(-c2ccccc2)n1C	2.3	1.2	6.3	-0.3	0.15	-0.12	-0.2	0.2	1001	1.5	1283	-11	-4	-50%	-44%	i	-2	i

SMILES	MT stabilizer	MT stabilizer Hoechst-high %	MT stabilizer cytotoxicity %	Dynein transport	Dynein transport cytoplasmic EGFP	Dynein transport nuclear GR-EGFP	Dynein transport cell count	bCat nuc transl	bCat nuc transl cell count 5 µM	Ins promoter up	Ins promoter up cell count	WT yeast gro inh	WT yeast gro inh mutant strain	human PMI inhibitors	PMI inhibitors	Autophagy mod	Autophagy mod cell loss 18 h	Yfh1-off respiration
CC(=O)c1c(C)nn(C(=O)c2cccs2)c1C	7.6	3.3	10	0.16	-0.15	0.39	0.066	x	x	0.52	980	5	1	-10%	-10%	i	8	i
COc1ccc([C@@H]2C=C(C(=O)O)O[C@H](OCCCCO)C2)cc1	x	x	x	-0.13	-0.84	0.027	0.31	-0.4	1286	-0.36	965	x	x	x	x	x	x	i
COCCNC(=O)c1c[nH]c2cc(OC)c(OC)cc2c1=O	1.4	1.6	9.1	-0.99	-0.22	-0.36	2.1	0.6	1152	-0.22	1346	-13	-23	7%	0%	i	11	i
CCOc1cccc(C2C(C#N)=C(N)Oc3cc(C)n(Cc4ccccn4)c(=O)c32)c1OCC (stereo unspecified)	1.5	1.9	4.6	-0.24	-0.19	0.19	0.11	-1.2	1413	0.07	1551	-16	3	-1%	0%	x	x	i
CCN(CC)c1ccc(N=Nc2nn(C)c(C)c2[N+](=O)[O-])cc1	4.0	2.1	0.3	-0.81	-0.31	-0.64	0.48	-0.8	1009	-1	1307	19	26	9%	6%	i	-6	i
COc1cccc(NC(=O)c2ccncc2)c1	4.3	2.5	4.1	-0.47	-0.3	-0.22	-0.6	-4.9	1038	-0.07	1197	4	-5	6%	3%	i	-43	i
CC(=O)C1=C(O)C(=O)N(CCc2c[nH]c3ccccc23)C1c1ccco1 (stereo unspecified)	1.1	0.9	11	-0.97	0.21	-0.18	0.44	-4.8	1216	-0.8	959	14	22	-39%	-16%	i	4	i
CCOc1ccc2[nH]c3c(N4CCN(C(=O)c5ccco5)CC4)ncnc3c2c1	x	x	x	-0.38	-0.15	-0.12	-0.13	-5.9	1224	-1.3	1338	x	x	x	x	x	x	i
COc1ccc(-c2nc(CS(=O)CC(=O)NCc3ccco3)c(C)o2)cc1OC (stereo unspecified)	11	2.3	5.6	1.1	-0.23	0.6	-0.07	1.0	1227	-0.22	904	-11	-7	4%	5%	i	8	i
Cc1cc(C(F)(F)F)n2ncc(-c3ccccc3)c2n1	2.4	2.2	44	0.57	-0.12	0.9	-0.31	-0.5	1092	-0.52	1252	0	1	11%	11%	i	2	i
Cc1cc(=O)[nH]c(N2CCN(C(c3ccccc3)c3ccccc3)CC2)n1	4.0	1.0	6.4	0.88	-0.13	-0.26	0.41	-1.1	1216	-0.01	1304	-10	3	5%	8%	i	0	i
CCn1cc(C(=O)N2CCCCC2)c(=O)c2cc(S(=O)(=O)N3CCC(C)CC3)ccc21	2.0	1.5	7.3	-0.15	-0.21	0.06	0.066	-3.0	796	0.16	1639	3	16	4%	-13%	i	-9	i

SMILES	MT stabilizer	MT stabilizer Hoechst-high %	MT stabilizer cytotoxicity %	Dynein transport	Dynein transport cytoplasmic EGFP	Dynein transport nuclear GR-EGFP	Dynein transport cell count	bCat nuc transl	bCat nuc transl cell count 5 µM	Ins promoter up	Ins promoter up cell count	WT yeast gro inh	WT yeast gro inh mutant strain	human PMI inhibitors	PMI inhibitors	Autophagy mod	Autophagy mod cell loss 18 h	Yfh1-off respiration
O=C(COc1cccc2cccnc12)N1CCc2ccccc21	2.5	2.1	13	0.53	-0.11	0.94	-1	-0.2	1444	-0.22	1532	2	-14	-2%	-7%	i	-8	i
Cc1ccc2c(=O)[nH]c(Cc3ccccc3C(=O)O)nc2c1	x	x	x	-0.22	-0.22	0.31	0.13	-1.5	1350	0.22	1041	x	x	x	x	x	x	i
O=C(NCc1ccc2c(c1)OCO2)c1ccc(S(=O)(=O)NCC2CCCO2)cc1 (stereo unspecified)	5.0	2.0	6.7	-1.1	-0.25	-0.56	1.1	-0.1	1078	-0.14	1151	-8	-6	5%	10%	i	1	i
C/C(CCS(=O)(=O)c1ccccc1)=N/O	2.9	2.0	2.3	-0.23	-0.3	0.25	-0.56	-1.8	1050	1.3	1109	6	7	4%	0%	i	6	i
O=S1(=O)CC(O)C(N2CCC(c3ccccc3)CC2)C1 (stereo unspecified)	3.9	2.2	2.6	0.59	-0.22	0.36	0.75	0.9	1041	0.08	1784	15	-1	10%	6%	i	-6	i
CC(C)(C)C(=O)N(Cc1ccccc1)c1ccccn1	4.0	1.9	7.6	-0.74	-0.27	-0.32	0.55	-2.0	1058	-0.61	1532	1	3	2%	5%	i	9	i
COCc1nnc(NC(=O)c2cc(Cl)ccc2OC)s1	3.5	1.9	9.7	0.86	-0.26	0.84	-0.23	-0.6	1086	-0.04	1550	14	15	7%	12%	i	5	i
Fc1ccc(-c2nnc3ccc(N4CCc5ccccc5C4)nn23)cc1	1.8	5.2	4.8	-0.67	-0.22	-0.27	0.27	x	x	-3.5	1056	37	11	-8%	4%	i	11	i
COc1cccc(-c2nn(C)c3sc(C(=O)Nc4ccc5c(c4)OCCO5)cc23)c1	3.4	4.3	5.1	0.8	-0.14	0.48	0.011	-0.1	972	-0.93	1084	49	24	14%	17%	+	10*	i
O=C(Nc1ncc(Cc2ccccc2Cl)s1)c1ccc([N+](=O)[O-])cc1	4.6	2.4	0.7	0.59	-0.21	0.89	-1.6	-2.2	1120	-0.28	1432	-11	-1	2%	9%	i	32	i

# Individual results from the list:
# CC(C)(C)C(=O)N(Cc1ccccc1)c1ccccn1 in WT yeast gro inh has 1
# O=S1(=O)CC(O)C(N2CCC(c3ccccc3)CC2)C1 (stereo unspecified) in Dynein transport cytoplasmic EGFP has -0.22
# O=C(COc1cccc2cccnc12)N1CCc2ccccc21 in Dynein transport has 0.53
# Fc1ccc(-c2nnc3ccc(N4CCc5ccccc5C4)nn23)cc1 in Dynein transport cell count has 0.27
# O=C(Nc1ncc(Cc2ccccc2Cl)s1)c1ccc([N+](=O)[O-])cc1 in Dynein transport cytoplasmic EGFP has -0.21

# Laid out differently: entries from further up.
# Values run as follows: MT stabilizer	MT stabilizer Hoechst-high %	MT stabilizer cytotoxicity %	Dynein transport	Dynein transport cytoplasmic EGFP	Dynein transport nuclear GR-EGFP	Dynein transport cell count	bCat nuc transl	bCat nuc transl cell count 5 µM	Ins promoter up	Ins promoter up cell count	WT yeast gro inh	WT yeast gro inh mutant strain	human PMI inhibitors	PMI inhibitors	Autophagy mod	Autophagy mod cell loss 18 h	Yfh1-off respiration
- COc1ccc([C@@H]2C=C(C(=O)O)O[C@H](OCCCCO)C2)cc1
 : x	x	x	-0.13	-0.84	0.027	0.31	-0.4	1286	-0.36	965	x	x	x	x	x	x	i
- Cc1c(C#N)c2ccccc2n1CC(=O)NCC1CCCO1 (stereo unspecified)
 : 3.0	2.0	12	-0.63	-0.27	-0.12	1.6	-4.3	982	0.2	1208	6	13	3%	13%	i	15	i
